Screening data (PubChem)
PP1 counter – PP1-alpha (human) inhibition in PP5 counter-screen. inhibition, % at 6.7 µM. purified PP1alpha, OMFP fluorescence. 320,000 compounds, 0.9% hits;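 active = inhibition above the mean inhibition of all tested compounds plus 3 SD, computed separately for each screening campaign, cut at about 15% in these data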
Target sequence (P62136 whole entry, looked up): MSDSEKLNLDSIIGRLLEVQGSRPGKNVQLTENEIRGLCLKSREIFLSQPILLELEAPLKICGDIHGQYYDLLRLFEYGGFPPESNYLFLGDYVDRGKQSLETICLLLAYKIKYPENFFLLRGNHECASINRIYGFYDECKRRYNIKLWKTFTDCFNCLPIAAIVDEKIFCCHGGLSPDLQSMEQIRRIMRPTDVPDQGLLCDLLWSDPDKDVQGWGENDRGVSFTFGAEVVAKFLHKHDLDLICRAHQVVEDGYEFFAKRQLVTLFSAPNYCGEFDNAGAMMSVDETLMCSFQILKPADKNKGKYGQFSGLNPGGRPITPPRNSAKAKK
TPT1 inh – blocks Candida albicans tRNA 2'-phosphotransferase | recombinant caTPT1, FP RNA substrate dephosphorylation | inhibition, % at 5 µM | 300,000 compounds, 0.81% hits | AID 1962;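 active = inhibition above the mean of all tested compounds plus 3 SD, set per screening campaign, cut at about 24% in these data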;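 note: plate controls were DMSO alone for no effect and ferristatin control at 100 nM for full effect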
CTSL1 counter – cathepsin L1 inhibition, PFM18AAP counter-screen; recombinant F. hepatica cathepsin L1, Z-Leu-Arg-MCA fluorescence; inhibition, % at 5.96 µM; 300,000 compounds, 0.49% hits;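 active = inhibition above the mean of all tested compounds plus 3 SD, set per screening campaign, cut at about 17% in these data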;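 note: 0% = plate median of test compound wells and 100% = 1 µM Z-Phe-Ala-diazomethylketone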
Efflux pump inh – antifungal efflux pump inhibition, Nile Red retention | S. cerevisiae Candida pump triplex | inhibition, % at 10 µM | 330,000 compounds, 0.44% hits | AID 485275;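 active = plate passing quality check with inhibition over a set limit, or well fluorescence over plate mean plus 4 SD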;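 note: Nile Red retained in pooled yeast measured as flow cytometry median fluorescence; 0% = buffer negative control and 100% = Enniatin B positive control; higher means more Nile Red kept so more efflux inhibition; some compounds called inactive have numbers as strong as hits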
LYPLA2 counter – counter-screen for PME1 inhibitors: inhibitors of human LYPLA2; O95372; recombinant LYPLA2, FP-Rh probe fluorescence polarization; inhibition, % at 5.9 µM; 320,000 compounds, 0.38% hits;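 active = inhibition above the screen-wide mean plus 3 SD, limit set per campaign, cut at about 26% in these data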;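 note: 0% = LYPLA2 with DMSO and 100% = wells lacking LYPLA2 enzyme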
Target sequence (O95372 whole entry, looked up): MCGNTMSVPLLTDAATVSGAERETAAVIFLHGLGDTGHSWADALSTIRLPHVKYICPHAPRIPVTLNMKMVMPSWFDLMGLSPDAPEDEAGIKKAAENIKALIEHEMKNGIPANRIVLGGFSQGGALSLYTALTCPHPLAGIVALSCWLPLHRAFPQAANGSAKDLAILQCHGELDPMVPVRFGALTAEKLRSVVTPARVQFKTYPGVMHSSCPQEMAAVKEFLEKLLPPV
PREPL inh – human PREPL enzyme inhibition | inhibition, % at 5.96 µM | Q4J6C6 | recombinant PREPL, fluorescence polarization activity-based probe | 320,000 compounds, 0.68% hits; in the data active = inhibition above about 43%;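 note: 0% = enzyme with DMSO and 100% = wells lacking enzyme; many of its hits are not listed in these tables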
PP5 primary – blocks human protein phosphatase 5 activity | P53041 | purified PP5c, OMFP substrate fluorescence | inhibition, % at 6.7 µM | 320,000 compounds, 0.18% hits | AID 1987;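 active = inhibition above the campaign's mean inhibition across all tested compounds plus 3 SD, cut at about 9.5% in these data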;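 note: 0% = DMSO only and 100% = 100 µM cantharidin control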
GASC-1 inh – inhibitors of human GASC-1 (JMJD2C) demethylase. Q9H3R0. GST-JMJD2C(1-420) H3K9me3 demethylation, DELFIA europium. inhibition, % at 2.35 µM. 330,000 compounds, 0.069% hits. AID 2099;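 active = more than half of a compound's replicate wells show inhibition beyond 50%, single wells judged on their own value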;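 note: signal counts dimethyl H3K9 product captured on neutravidin plate; 0% = median of DMSO wells and 100% = 0.3 times that DMSO median; strong numbers were not always called active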
Target sequence (Q9H3R0 1-420 limits assumed): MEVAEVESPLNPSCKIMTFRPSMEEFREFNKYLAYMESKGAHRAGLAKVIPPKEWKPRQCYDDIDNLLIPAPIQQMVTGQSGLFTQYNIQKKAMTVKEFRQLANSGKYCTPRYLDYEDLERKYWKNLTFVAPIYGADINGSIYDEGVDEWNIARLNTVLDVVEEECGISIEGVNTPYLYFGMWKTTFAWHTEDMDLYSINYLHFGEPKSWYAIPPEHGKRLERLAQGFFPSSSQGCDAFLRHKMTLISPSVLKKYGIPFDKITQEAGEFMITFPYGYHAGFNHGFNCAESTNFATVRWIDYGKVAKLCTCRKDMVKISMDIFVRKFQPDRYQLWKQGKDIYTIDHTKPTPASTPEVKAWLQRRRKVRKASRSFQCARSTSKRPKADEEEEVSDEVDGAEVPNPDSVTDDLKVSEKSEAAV
core dimer inh – blocks dimerization of HCV core protein; TR-FRET GST/Flag-core106 dimerization, 1536-well; 300,000 compounds, 0.33% hits; inhibition, % at 5 µM;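 active = inhibition above the mean of all tested compounds plus 3 SD, set per screening campaign, cut at about 45% in these data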
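Material: GST/Flag-tagged HCV core106 proteins. Incubation: 4 h, 22.5 °C incubation. Read-out basis: inhibition (%) from 671 over 617 nm ratio. Measured by: TR-FRET, excitation 340 nm, emission 617 and 671 nm.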
Numbers without * were called inactive. Only part of the results is shown (hit frequency here may not be typical).

Results for CCc1ccc(CN2CCSCC2)cc1 ?
PP1 counter: -2; TPT1 inh: -2; CTSL1 counter: -5; Efflux pump inh: 0.1; LYPLA2 counter: -2; PREPL inh: -5; PP5 primary: 2.1; GASC-1 inh: 18; core dimer inh: -2

How did Cc1ccc(-n2nnnc2Sc2nc([N+](=O)[O-])nn2C)c(C)c1 do in these assays?
PP1 counter: -2; TPT1 inh: -6; CTSL1 counter: 2; Efflux pump inh: 0.0; LYPLA2 counter: 9; PREPL inh: 4; PP5 primary: -0.6; GASC-1 inh: -9; core dimer inh: -3

Results for COCCCNC(=O)c1ccc2c(c1)ncn2-c1ccc(C)cc1C ?
PP1 counter: 2; TPT1 inh: 0; CTSL1 counter: 5; Efflux pump inh: -0.1; LYPLA2 counter: -7; PREPL inh: 13; PP5 primary: -1.4; GASC-1 inh: 3; core dimer inh: 4

What do the screens show for `COC(=O)c1ccc(CNC(=O)CCc2c[nH]c3ccccc23)cc1`?
PP1 counter: -3; TPT1 inh: 2; CTSL1 counter: -2; Efflux pump inh: -0.2; LYPLA2 counter: 3; PREPL inh: -11; PP5 primary: 1.4; GASC-1 inh: 170; core dimer inh: 1

What do the screens show for `Cc1cc([N+](=O)[O-])nn1CCCC(=O)Nc1sc2c(c1C(N)=O)CCCC2`?
PP1 counter: -2; TPT1 inh: 2; CTSL1 counter: 0; Efflux pump inh: 0.2; LYPLA2 counter: 2; PREPL inh: 2; PP5 primary: 1.6; GASC-1 inh: 8; core dimer inh: 2

Results for CCOc1ccc(C2Sc3ccccc3NC3=C2C(=O)OC3)cc1 (configuration not stated) ?
PP1 counter: 1; TPT1 inh: 0; CTSL1 counter: 1; Efflux pump inh: 0.0; LYPLA2 counter: -2; PREPL inh: -9; PP5 primary: 2.3; GASC-1 inh: 1; core dimer inh: 2

What do the screens show for `Cc1cc(C(=O)Nc2cccnc2)on1`?
PP1 counter: 5; TPT1 inh: 0; CTSL1 counter: -1; Efflux pump inh: 0.4; LYPLA2 counter: -3; PREPL inh: 11; PP5 primary: 2.2; GASC-1 inh: -7; core dimer inh: 3

How did CCOC(=O)C(C(C)=O)C(c1ccc(OC)cc1)C(C(C)=O)C(=O)OCC (configuration not stated) do in these assays?
PP1 counter: -5; TPT1 inh: 0; CTSL1 counter: 1; Efflux pump inh: 0.0; LYPLA2 counter: 0; PREPL inh: -4; PP5 primary: 3.4; GASC-1 inh: 3; core dimer inh: -2

Results for CCN(CC)CCN1C(=O)C(=O)/C(=C(/O)c2ccc(F)cc2)C1c1ccncc1 (configuration not stated) ?
PP1 counter: -2; TPT1 inh: 0; CTSL1 counter: -2; Efflux pump inh: -0.1; LYPLA2 counter: -7; PREPL inh: -1; PP5 primary: 0.0; GASC-1 inh: -1; core dimer inh: -9

Results for O=C(NCCc1csc(-c2cccnc2)n1)c1ccc(Br)o1 ?
PP1 counter: 0; TPT1 inh: 2; CTSL1 counter: -1; Efflux pump inh: 0.1; LYPLA2 counter: 4; PREPL inh: 8; PP5 primary: 1.9; GASC-1 inh: 15; core dimer inh: 1

Results for COc1ccc(NC(=O)C2CCCN(S(=O)(=O)c3ccc(C)cc3)C2)cc1OC (configuration not stated) ?
PP1 counter: -2; TPT1 inh: 1; CTSL1 counter: 2; Efflux pump inh: -0.1; LYPLA2 counter: -2; PREPL inh: -2; PP5 primary: 2.8; GASC-1 inh: 26; core dimer inh: 2

Results for O=C(c1cc(Cl)nc2ccccc12)N1CCN(Cc2ccc3c(c2)OCO3)CC1 ?
PP1 counter: 0; Efflux pump inh: 0.0; LYPLA2 counter: 5; PREPL inh: 15; PP5 primary: 2.0; GASC-1 inh: 9

Results for Cc1nnc(SCC(=O)Nc2nonc2C)s1 ?
PP1 counter: -2; TPT1 inh: -2; CTSL1 counter: 3; Efflux pump inh: 0.0; LYPLA2 counter: 2; PREPL inh: -5; PP5 primary: 0.6; GASC-1 inh: -5; core dimer inh: 7

Results for Cc1ccn2c(=O)nc(SCC(=O)N3CCC(C)CC3)nc2c1 ?
PP1 counter: -6; TPT1 inh: -4; CTSL1 counter: -2; Efflux pump inh: 0.0; LYPLA2 counter: 3; PREPL inh: 9; PP5 primary: -0.6; GASC-1 inh: 2; core dimer inh: 6

How did Cc1ccc(C(=O)NC(NC(=O)c2ccc(C)cc2)c2cccc([N+](=O)[O-])c2)cc1 do in these assays?
PP1 counter: 7; TPT1 inh: -3; CTSL1 counter: -4; Efflux pump inh: -1.9; LYPLA2 counter: -1; PREPL inh: 6; PP5 primary: 1.8; GASC-1 inh: -1; core dimer inh: -8

How did O=C(O)CCCn1cc(NC(=O)COc2ccccc2)cn1 do in these assays?
PP1 counter: -1; TPT1 inh: -2; CTSL1 counter: 2; Efflux pump inh: 0.0; LYPLA2 counter: -5; PREPL inh: 1; PP5 primary: -1.1; GASC-1 inh: 1; core dimer inh: 3

Results for Cc1ccc(N2C(=S)SC3CS(=O)(=O)CC32)cc1 (configuration not stated) ?
PP1 counter: -5; TPT1 inh: -4; CTSL1 counter: -2; Efflux pump inh: -0.1; LYPLA2 counter: -1; PREPL inh: -4; PP5 primary: 0.5; GASC-1 inh: 12; core dimer inh: -1

How did Cc1cc(C)c(C#N)c(SCC(=O)CC(=O)OC(C)C)n1 do in these assays?
PP1 counter: -2; TPT1 inh: 3; CTSL1 counter: -2; Efflux pump inh: 0.1; LYPLA2 counter: -3; PREPL inh: 7; PP5 primary: 3.1; GASC-1 inh: 4; core dimer inh: -5

What do the screens show for `COC(=O)c1ccc(OCCCCN(C)Cc2ccccc2)cc1`?
PP1 counter: 5; TPT1 inh: -3; CTSL1 counter: 1; Efflux pump inh: 0.1; LYPLA2 counter: 6; PREPL inh: -4; PP5 primary: 3.2; GASC-1 inh: -58; core dimer inh: -4

How did Cc1ccc(SCCC(=O)NC(C(C)C)C(C)C)cc1 do in these assays?
PP1 counter: -2; TPT1 inh: -3; CTSL1 counter: 1; Efflux pump inh: 0.0; LYPLA2 counter: -3; PREPL inh: 4; PP5 primary: 1.1; GASC-1 inh: -8; core dimer inh: -1

Next part, starting with the last 2 of the part before.
What do the screens show for `COC(=O)c1ccc(OCCCCN(C)Cc2ccccc2)cc1`?
PP1 counter: 5; TPT1 inh: -3; CTSL1 counter: 1; Efflux pump inh: 0.1; LYPLA2 counter: 6; PREPL inh: -4; PP5 primary: 3.2; GASC-1 inh: -58; core dimer inh: -4

How did Cc1ccc(SCCC(=O)NC(C(C)C)C(C)C)cc1 do in these assays?
PP1 counter: -2; TPT1 inh: -3; CTSL1 counter: 1; Efflux pump inh: 0.0; LYPLA2 counter: -3; PREPL inh: 4; PP5 primary: 1.1; GASC-1 inh: -8; core dimer inh: -1

What do the screens show for `CCN(CC)CCn1c2c(c(SCC(=O)Nc3ccc(C(C)C)cc3)nc1=O)CCC2`?
PP1 counter: 0; TPT1 inh: 1; CTSL1 counter: 2; Efflux pump inh: -0.1; LYPLA2 counter: 3; PREPL inh: 23; PP5 primary: 0.9; GASC-1 inh: 53; core dimer inh: -2

How did Cc1ccc(-c2csc(NC(=O)C3CC(=O)N(Cc4ccco4)C3)n2)cc1 (configuration not stated) do in these assays?
PP1 counter: -1; TPT1 inh: -4; CTSL1 counter: -1; Efflux pump inh: 0.0; LYPLA2 counter: -6; PREPL inh: -63; PP5 primary: 1.5; GASC-1 inh: 19; core dimer inh: 4

How did CCOC(=O)N1CCN(C(=O)c2cn(C)c3ccc(S(=O)(=O)N4CCC(C)CC4)cc3c2=O)CC1 do in these assays?
PP1 counter: -2; TPT1 inh: -3; CTSL1 counter: -3; Efflux pump inh: 0.0; LYPLA2 counter: 11; PREPL inh: 11; PP5 primary: -2.9; GASC-1 inh: 9; core dimer inh: 6

Results for Clc1cnc(N/N=C/c2cccs2)c(Cl)c1 ?
PP1 counter: -1; TPT1 inh: -1; CTSL1 counter: 5; Efflux pump inh: 0.0; LYPLA2 counter: 6; PREPL inh: 21; PP5 primary: 2.4; GASC-1 inh: -17; core dimer inh: -4

How did CC1C2C(C)N(C)C(=O)N(C)C2N(C)C(=O)N1C (configuration not stated) do in these assays?
PP1 counter: 3; TPT1 inh: -17; CTSL1 counter: 1; Efflux pump inh: 0.1; LYPLA2 counter: 8; PREPL inh: 14; PP5 primary: -1.4; GASC-1 inh: -23; core dimer inh: -1

Results for CCCC(C(=O)c1ccccc1)n1cncn1 (configuration not stated) ?
PP1 counter: 4; TPT1 inh: -1; CTSL1 counter: 4; Efflux pump inh: -0.1; LYPLA2 counter: 5; PREPL inh: -2; PP5 primary: 1.4; GASC-1 inh: -1; core dimer inh: -5

Results for CC1CCN(C(=O)CCc2nnc3ccc(NCc4ccco4)nn23)CC1 ?
PP1 counter: 0; TPT1 inh: -2; CTSL1 counter: -2; Efflux pump inh: 0.1; LYPLA2 counter: 2; PREPL inh: 7; PP5 primary: 0.8; GASC-1 inh: 27; core dimer inh: 6

What do the screens show for `COc1ccc(CSCC(=O)Nc2ccccc2)cc1[N+](=O)[O-]`?
PP1 counter: 0; TPT1 inh: 0; CTSL1 counter: 2; Efflux pump inh: 0.1; LYPLA2 counter: 3; PREPL inh: 1; PP5 primary: 0.0; GASC-1 inh: 1; core dimer inh: 0

How did Cc1c(C=O)c2ccccn2c1C(=O)c1ccccc1 do in these assays?
PP1 counter: 0; TPT1 inh: -3; CTSL1 counter: 3; Efflux pump inh: -0.3; LYPLA2 counter: -3; PREPL inh: -4; PP5 primary: -2.2; GASC-1 inh: -2; core dimer inh: -1

Results for CCC1CCCCN1C(=S)NC(=O)c1cccc([N+](=O)[O-])c1 (configuration not stated) ?
PP1 counter: -1; TPT1 inh: -1; CTSL1 counter: -2; Efflux pump inh: 4.8; LYPLA2 counter: 1; PREPL inh: 4; PP5 primary: 1.6; GASC-1 inh: 18; core dimer inh: -6

What do the screens show for `Cc1ccc(-c2nnc(SCC(=O)N(C)C)nc2-c2ccc(C)cc2)cc1`?
PP1 counter: 2; TPT1 inh: -2; CTSL1 counter: 3; Efflux pump inh: -0.1; LYPLA2 counter: 7; PREPL inh: 4; PP5 primary: 1.0; GASC-1 inh: -7; core dimer inh: 6

What do the screens show for `COc1ccc(/C=C(/NC(=O)c2ccccc2)C(=O)N2CCCCC2)cc1OC`?
PP1 counter: 0; TPT1 inh: -1; CTSL1 counter: 2; Efflux pump inh: 0.3; LYPLA2 counter: -2; PREPL inh: 17; PP5 primary: -0.7; GASC-1 inh: 4; core dimer inh: -9

Results for O=C(NC(=S)Nc1ccc(N2CCCCC2)cc1)c1cccs1 ?
PP1 counter: 4; TPT1 inh: -3; CTSL1 counter: -1; Efflux pump inh: -0.1; LYPLA2 counter: 4; PREPL inh: 6; PP5 primary: 2.5; GASC-1 inh: 3; core dimer inh: 1

What do the screens show for `COc1ccc([C@@H]2[C@@H]3C(=O)N(C(C)(C)C)C(=O)[C@@H]3[C@]3(Cc4ccc(Cl)cc4)C(=O)N(c4cccc(F)c4)C(=O)N23)cc1`?
PP1 counter: -3; TPT1 inh: -2; CTSL1 counter: 0; Efflux pump inh: 0.0; LYPLA2 counter: -4; PREPL inh: -8; PP5 primary: 2.3; GASC-1 inh: 2; core dimer inh: 15

Results for Cc1ccc(-c2cc(C(=O)O)n[nH]2)s1 ?
PP1 counter: -1; TPT1 inh: -3; CTSL1 counter: 0; Efflux pump inh: -0.1; LYPLA2 counter: 2; PREPL inh: 2; PP5 primary: 0.5; GASC-1 inh: -10; core dimer inh: 3
